Screening data deposited in PubChem BioAssay by several laboratories.
AddAB inh: less growth of phage-infected E. coli with AddAB; 330,000 compounds, 0.29% hits; E. coli expressing H. pylori AddAB, absorbance growth; inhibition, % at 11.9 µM; in the data active = inhibition above about 12%;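 also: 0% = vehicle wells of infected cells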
OPRM1-OPRD1 ag: OPRM1-OPRD1 heterodimerization agonism; P35372+P41143; cells, luminescence; activation, % at 9.3 µM; 340,000 compounds, 0.3% hits; AID 504326; in the data active = activation above about 18%;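 also: 0% = vehicle-treated cells and 100% = reference agonist; values of inactives mirror those of a sister screen read the other way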
PfHsp90 set2: inhibits growth of yeast expressing Plasmodium falciparum Hsp90. S. cerevisiae expressing PfHsp90, BacTiter-Glo ATP, 48 h; yeast lacking PDR1 and PDR3 efflux regulators. inhibition, % at 9.4 µM. 310,000 compounds, 0.32% hits;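 active = every replicate shows inhibition above about 80%, whatever the replicate mean, limit read from the data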;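 also: 0% = DMSO neutral controls and 100% = 20 µM radicicol positive controls; yeast relying on Plasmodium falciparum Hsp90 in place of its own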
phage Ecoli inh: E. coli growth loss with phage present | growth absorbance | inhibition, % at 11.9 µM | 360,000 compounds, 0.26% hits | AID 651602; in the data active = inhibition above about 11%
HTR5A inv ag: HTR5A inverse agonism, opioid heterodimer counter-screen; P47898; HTR5A cell line, luminescence; inhibition, % at 9.3 µM; 340,000 compounds, 0.083% hits; AID 504634; in the data active = inhibition mostly above about 23%, no sharp cut-off; inactive = mostly below about 18%;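 also: 0% = cells with DMSO and 100% = no-cell wells with DMSO; some compounds called inactive have numbers as strong as hits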
Target sequence (P47898 whole entry, looked up): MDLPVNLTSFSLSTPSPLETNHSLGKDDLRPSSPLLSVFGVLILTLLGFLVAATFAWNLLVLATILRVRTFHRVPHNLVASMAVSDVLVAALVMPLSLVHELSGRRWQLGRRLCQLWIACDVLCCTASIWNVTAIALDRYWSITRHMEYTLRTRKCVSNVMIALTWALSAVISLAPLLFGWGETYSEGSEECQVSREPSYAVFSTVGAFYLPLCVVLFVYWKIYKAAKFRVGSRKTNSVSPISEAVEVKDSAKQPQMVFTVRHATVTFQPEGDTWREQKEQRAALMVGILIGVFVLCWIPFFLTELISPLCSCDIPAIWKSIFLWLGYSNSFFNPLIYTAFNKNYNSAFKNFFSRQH
Pemphigus Ab inh: blocks pemphigus antibody binding to human desmoglein-3; P32926; DSG3-coupled beads, scFv-anti-DSG3-GFP binding, flow cytometry; active compounds read low; binding (percent of control), % at 10 µM; 310,000 compounds, 0.48% hits; AID 588358;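 active = binding more than 3 SD below its plate's average and above zero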;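 also: hits lower antibody fragment binding to DSG3; some compounds called inactive have numbers as strong as hits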
PKA-R1A activ: PKA-R1A complex activation; PKA-R1A dissociation, Cy5-IP20 fluorescence polarization; scaled: DMSO 0%, 113 µM cGMP 100%; P00514+P68181; AID 504707; 340,000 compounds, 0.083% hits; activation, % at 11.4 µM;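 active = percent activation above the mean of all tested compounds plus 3 SD, cut at about 19% in these data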;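 also: higher means more PKAc released from R1A so a rise in polarization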
OPRM1-OPRD1 inv: inverse agonists of human mu-delta opioid receptor heterodimerization; cell-based MOR-DOR heterodimer luminescence, inverse agonism; inhibition, % at 9.3 µM; 340,000 compounds, 0.21% hits; P35372+P41143; in the data active = inhibition above about 22%, passing the limit was not always enough;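 also: 0% = cells with DMSO and 100% = wells without cells with DMSO; values of inactives mirror those of a sister screen read the other way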
Ecoli viability: bacterial growth inhibition, counter-screen for AddAB inhibitors; E. coli V3065 growth, OD600 absorbance, 18 h; inhibition, % at 11.9 µM; 330,000 compounds, 0.27% hits; AID 449728;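 active = inhibition above the campaign's mean inhibition across all tested compounds plus 3 SD, cut at about 9.9% in these data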;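 also: uninfected addAB+ strain grown without phage in ampicillin broth; 0% = DMSO wells and 100% = ciprofloxacin 0.95 µg/ml wells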
SUMO Mot1 rescue: SUMOylation pathway inhibition by Mot1-301 growth rescue. S. cerevisiae Mot1-301 growth rescue, ATP luminescence, 38.5C; percent above DMSO median, 100 means doubled. growth rescue, % at 18.8 µM. 320,000 compounds, 1% hits;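 active = every valid replicate shows activation above 250% relative to neutral control wells; inactive = the rest, any valid replicate at or below 250%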;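 also: OY570 slx delta 5 strain wells were the positive control but not used for scaling; some compounds called inactive have numbers as strong as hits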
HTR5A ag ctr: HTR5A agonism, opioid heterodimer counter-screen; HTR5A agonist assay, luminescence, cell-based; activation, % at 9.3 µM; AID 504692; 340,000 compounds, 0.61% hits; in the data active = activation mostly above about 9.5%, no sharp cut-off; inactive = mostly below about 7.6%;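 also: 0% = cells with vehicle only and 100% = reference agonist; strong numbers were not always called active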
Starred values were filed as active, the others as inactive; . = not tested or not shown.

SMILES	AddAB inh	OPRM1-OPRD1 ag	PfHsp90 set2	phage Ecoli inh	HTR5A inv ag	Pemphigus Ab inh	PKA-R1A activ	OPRM1-OPRD1 inv	Ecoli viability	SUMO Mot1 rescue	HTR5A ag ctr
C#CCOCCOCCOCCNc1nc(N2CCN(C(=O)[C@H]([C@@H](C)O)n3cc(CCCCN)nn3)CC2)nc(N2CCN(C(=O)[C@H](Cc3ccc(O)cc3)n3cc(CCO)nn3)CC2)n1	1.6	-1.6	-12	0.8	8	103	4	9	-3.6	2	7
CCN(CC)S(=O)(=O)c1ccc(NC(=O)COC(=O)c2ccc(-n3nc(C)cc3C)cc2)cc1	0.8	-1.1	-22	3.6	-14	100	1	6	2.8	-10	0
COc1ccc(CC(=O)NCc2n[nH]c(=S)n2C)cc1	0.2	-1.4	.	1.1	6	112	-6	7	-1.0	5	-2
Cc1cc(Br)ccc1SCC(=O)OCC(=O)N1CCN(C(=O)c2ccco2)CC1	-4.0	-1.7	-3	0.2	-6	108	-7	10	-0.7	5	-6
O=C(Nn1cnnc1)c1ccc(Br)s1	3.5	0.1	-3	2.8	-22	106	11	0	1.6	4	-1
Cc1ccc(NC(=O)COC(=O)c2ccc3c(c2)OCCO3)cc1S(=O)(=O)N1CCOCC1	2.4	-0.8	-1	5.0	-2	104	-8	4	0.2	6	1
CC(=O)Nc1cccc(-n2nnc(SCC(=O)Nc3ccc(F)c(Cl)c3)n2)c1	7.1	.	-2	0.9	.	97	.	.	1.2	0	.
Cc1cccc(Nc2nc(N3CCN(C)CC3)nc(N)c2[N+](=O)[O-])c1	1.8	-0.8	10	5.4	9	101	2	5	1.2	1	-3
CCN1CCC(O)(C(C(=O)OC)c2ccccc2)CC1 (stereo unspecified)	.	-2.9	.	2.7	5	96	2	15	.	.	-1
CN(CC(=O)NCCN1CCCCCC1)S(=O)(=O)c1cccc2nsnc12	2.2	-1.2	-5	0.8	-12	108	-2	8	-1.0	-2	3
COc1cccc(C(=O)Nc2ccc3nc(N4CCOCC4)cc(C)c3c2)c1	0.3	-0.9	6	-0.3	1	99	15	5	-3.6	-5	0
CC1CCN(C2=NC(=O)/C(=C/c3ccccc3F)S2)CC1	-0.8	-2.8	22	0.8	-29	97	0	13	-0.5	-7	7
Cc1ccnc(NC(=O)c2ccc(NS(=O)(=O)/C=C/c3ccccc3)cc2)c1	0.9	-0.6	1	2.1	16	109	-2	4	0.6	-2	1
Cc1ccc(C(=O)N/C(=C\c2ccc(-c3cccc([N+](=O)[O-])c3)o2)C(=O)NCCCN2CCOCC2)cc1	1.9	1.7	-29	1.9	-35	.	-4	-9	-1.4	1	9
COCCCN1C(=O)C(=O)/C(=C(/O)c2ccc(OC)cc2C)C1c1cccnc1 (stereo unspecified)	-0.3	-2.0	.	2.5	-10	93	0	11	-1.0	21	-1
COCCOC(=O)C1=C(N)Oc2c(oc(CO)cc2=O)C1c1ccccc1F (stereo unspecified)	1.0	-2.2	.	1.6	-39	98	3	11	1.7	2	2
O=C(NCc1cccnc1)C(=O)NCC(c1ccco1)N1CCOCC1 (stereo unspecified)	-2.3	0.9	-1	-0.5	13	100	0	-5	-0.9	2	-6
Cc1oc(/N=C/c2ccc(Cl)cc2)c(C#N)c1C	2.5	-0.1	-15	2.7	-24	97	1	0	0.3	-4	3
O=C(O)c1ccc(C(=O)C(=O)c2ccccc2)cc1	0.9	-4.2	16	0.5	20	94	-1	21	-2.4	-12	-3
COc1cccc(CC(=O)Nc2cc(S(=O)(=O)N3CCCCC3)ccc2C)c1	0.9	-0.9	-14	1.8	5	101	0	3	1.6	1	1

An excerpt from above in order of their number in PfHsp90 set2, smallest number first:
SMILES | PfHsp90 set2
CCN(CC)S(=O)(=O)c1ccc(NC(=O)COC(=O)c2ccc(-n3nc(C)cc3C)cc2)cc1 | -22
C#CCOCCOCCOCCNc1nc(N2CCN(C(=O)[C@H]([C@@H](C)O)n3cc(CCCCN)nn3)CC2)nc(N2CCN(C(=O)[C@H](Cc3ccc(O)cc3)n3cc(CCO)nn3)CC2)n1 | -12
CN(CC(=O)NCCN1CCCCCC1)S(=O)(=O)c1cccc2nsnc12 | -5
Cc1cc(Br)ccc1SCC(=O)OCC(=O)N1CCN(C(=O)c2ccco2)CC1 | -3
Cc1ccc(NC(=O)COC(=O)c2ccc3c(c2)OCCO3)cc1S(=O)(=O)N1CCOCC1 | -1

Next section.
SMILES	AddAB inh	OPRM1-OPRD1 ag	PfHsp90 set2	phage Ecoli inh	HTR5A inv ag	Pemphigus Ab inh	PKA-R1A activ	OPRM1-OPRD1 inv	Ecoli viability	SUMO Mot1 rescue	HTR5A ag ctr
COc1ccc(OC)c(C(C)NC(=O)C(C)Cc2ccccc2)c1 (stereo unspecified)	.	-0.4	13	3.3	-32	109	-9	2	.	16	-1
CSc1ncccc1C(=O)OCC(=O)Nc1ccc(Cl)cn1	3.0	3.7	2	2.8	26	111	2	-14	0.4	32	-10
COc1ccc2c(c1)c(=O)oc1cc(O)ccc12	5.7	-0.6	-33	3.2	22	103	2	3	0.3	-3	2
Cc1ccc(C(=O)NCC(=O)OCC(=O)N(CC(C)C)c2c(N)n(Cc3ccccc3)c(=O)[nH]c2=O)cc1C	2.0	0.7	6	2.6	-15	93	-7	-5	0.2	-6	6
CCN1CCN(c2cc3c(cc2F)c(=O)c(S(=O)(=O)c2ccccc2)cn3C)CC1	0.3	0.8	8	1.2	3	102	-13	-4	1.9	148	0
Cc1cc(C(=O)N/N=C2\CCCC(=O)C2)c(C)o1	.	-0.2	3	4.4	-11	104	-8	1	.	.	-1
O=C(CN1C(=O)NC2(CCCC2)C1=O)N1CCN(S(=O)(=O)c2ccccc2[N+](=O)[O-])CC1	-1.0	0.9	16	4.0	-7	101	-16	-6	-1.5	0	9.5*
CN1CCN(NC(=O)c2ccc(S(=O)(=O)N3CC4(C)CC3CC(C)(C)C4)cc2)CC1 (stereo unspecified)	2.0	-1.8	-2	2.8	-5	103	-5	10	0.2	49	1
COCCn1c(=O)[nH]c2cc(C(=O)NC3CCCCCC3)ccc2c1=O	1.0	-1.0	1	1.8	-22	103	-13	6	1.6	-13	8
O=C(/C=C/c1ccc(Cl)c([N+](=O)[O-])c1)c1cccnc1	1.1	-2.0	104*	-0.5	7	96	4	11	0.9	.	-3
Fc1cccc(NC(=S)Nc2cccnc2)c1	-0.2	-2.6	10	3.9	-18	104	0	13	-0.3	251	2
C=CCSC1=N/C(=C\c2ccsc2)C(=O)S1	-0.5	3.2	2	-0.9	7	103	-8	-17	-1.6	.	-2
O=C1c2cccc3cccc(c23)C(=O)N1OS(=O)(=O)c1ccc(Br)cc1	-0.8	-0.1	6	2.9	3	89	-8	1	-0.3	-17	-1
O=C(Cc1ccc(O)cc1)NCCNC(=S)NCc1ccccc1	3.3	-2.3	13	4.4	18	.	-5	12	-1.0	1	-4
COc1ccccc1C/C(N)=N/O	3.1	-0.7	2	2.5	-10	105	-4	4	1.6	13	3
Cc1cc(CNC(=O)COc2ccccc2F)c2ccccc2n1	1.1	0.5	-16	2.6	-21	107	-11	-3	3.9	-11	-1
Cc1[nH]c2ccccc2c1C(=O)C(=O)N1CCN(C(=O)c2ccco2)CC1	-0.2	-0.4	-9	-0.3	-4	.	5	2	-0.7	0	-2
O=C(CSc1nnc(COc2ccc(Cl)cc2)o1)N1c2ccccc2CCc2ccccc21	2.4	0.4	-8	2.5	12	97	-9	-2	0.8	5	-5
CCN1C(=O)c2cccc3c(S(=O)(=O)Nc4ccncc4)ccc1c23	2.5	-1.0	-9	.	-19	.	-1	6	-1.9	5	-2
O=C(Cc1ccc(Cl)cc1)Nc1ccc(N2CCCC2)cc1	7.1	-0.1	-2	2.1	-20	108	13	1	0.1	28	7

A stretch from further up, as a working copy:
SMILES	AddAB inh	OPRM1-OPRD1 ag	PfHsp90 set2	phage Ecoli inh	HTR5A inv ag	Pemphigus Ab inh	PKA-R1A activ	OPRM1-OPRD1 inv	Ecoli viability	SUMO Mot1 rescue	HTR5A ag ctr
C=CCSC1=N/C(=C\c2ccsc2)C(=O)S1	-0.5	3.2	2	-0.9	7	103	-8	-17	-1.6	.	-2
O=C1c2cccc3cccc(c23)C(=O)N1OS(=O)(=O)c1ccc(Br)cc1	-0.8	-0.1	6	2.9	3	89	-8	1	-0.3	-17	-1
O=C(Cc1ccc(O)cc1)NCCNC(=S)NCc1ccccc1	3.3	-2.3	13	4.4	18	.	-5	12	-1.0	1	-4
COc1ccccc1C/C(N)=N/O	3.1	-0.7	2	2.5	-10	105	-4	4	1.6	13	3
Cc1cc(CNC(=O)COc2ccccc2F)c2ccccc2n1	1.1	0.5	-16	2.6	-21	107	-11	-3	3.9	-11	-1

Random excerpt: 2 compounds from above, in no set order.
SMILES	AddAB inh	OPRM1-OPRD1 ag	PfHsp90 set2	phage Ecoli inh	HTR5A inv ag	Pemphigus Ab inh	PKA-R1A activ	OPRM1-OPRD1 inv	Ecoli viability	SUMO Mot1 rescue	HTR5A ag ctr
COCCOC(=O)C1=C(N)Oc2c(oc(CO)cc2=O)C1c1ccccc1F (stereo unspecified)	1.0	-2.2	.	1.6	-39	98	3	11	1.7	2	2
COc1ccccc1C/C(N)=N/O	3.1	-0.7	2	2.5	-10	105	-4	4	1.6	13	3

Next results:
SMILES	AddAB inh	OPRM1-OPRD1 ag	PfHsp90 set2	phage Ecoli inh	HTR5A inv ag	Pemphigus Ab inh	PKA-R1A activ	OPRM1-OPRD1 inv	Ecoli viability	SUMO Mot1 rescue	HTR5A ag ctr
N#C/C(=N\Nc1ccccc1)C(=N)N1CCOCC1	-0.9	0.1	15	3.9	-16	91	-21	-1	-1.4	13	-1
Cc1ccc(-c2nc(=S)c3c(n2Cc2ccco2)CCCC3)cc1	.	-1.3	10	1.9	-40	176	0	7	.	.	-2
O=C(CSc1nc2ccc([N+](=O)[O-])cc2[nH]1)NC1CCCCC1	2.4	-2.3	.	5.7	-18	98	-9	13	1.7	15	-1
O=C(CN1CCN(C(=O)C2CCCO2)CC1)Nc1ccc(Cl)cc1 (stereo unspecified)	0.8	-2.8	-18	3.1	6	97	-6	15	2.4	-19	-2
COc1cccc(C2C3=C(N=c4s/c(=C\c5ccc(O)cc5)c(=O)n42)c2ccccc2CC3)c1OC (stereo unspecified)	3.0	-1.9	10	-0.1	-6	.	-9	10	-3.6	67	-1
COc1ccccc1C(=O)Nc1nnc(S(=O)(=O)N2CCOCC2)s1	2.7	-1.4	21	-0.1	-5	102	4	8	0.7	6	1
NC1=NC2(CCCCC2)n2c(nc3ccccc32)N1	1.6	0.2	10	3.3	13	106	8	-1	-2.5	-8	10
COc1ccccc1NC(=O)c1oc2ccccc2c1NC(=O)c1ccco1	0.1	-3.1	9	2.9	-12	103	-2	16	0.6	-18	4
